# Screening data deposited in PubChem BioAssay by National Center for Advancing Translational Sciences (NCATS).
# GPT2 inhibitor: Primary qHTS assay for inhibitors of Glutamate pyruvate transaminase 2 (GPT2). Recombinant GPT2, coupled pyruvate oxidase/HRP Amplex Red fluorescence. Potency, µM (series often up to 57.7 µM), without a hit: at the top dose activity change, negative = inhibition, actives largely listed as inhibitors. actives 0.25% (n = 100,000); also: potency is read from the fitted curve at half-maximal effect; nearly all actives have a fitted effect of over 60% in size; many of its hits are not listed in these tables
# Target sequence (Q8TD30 whole entry, looked up): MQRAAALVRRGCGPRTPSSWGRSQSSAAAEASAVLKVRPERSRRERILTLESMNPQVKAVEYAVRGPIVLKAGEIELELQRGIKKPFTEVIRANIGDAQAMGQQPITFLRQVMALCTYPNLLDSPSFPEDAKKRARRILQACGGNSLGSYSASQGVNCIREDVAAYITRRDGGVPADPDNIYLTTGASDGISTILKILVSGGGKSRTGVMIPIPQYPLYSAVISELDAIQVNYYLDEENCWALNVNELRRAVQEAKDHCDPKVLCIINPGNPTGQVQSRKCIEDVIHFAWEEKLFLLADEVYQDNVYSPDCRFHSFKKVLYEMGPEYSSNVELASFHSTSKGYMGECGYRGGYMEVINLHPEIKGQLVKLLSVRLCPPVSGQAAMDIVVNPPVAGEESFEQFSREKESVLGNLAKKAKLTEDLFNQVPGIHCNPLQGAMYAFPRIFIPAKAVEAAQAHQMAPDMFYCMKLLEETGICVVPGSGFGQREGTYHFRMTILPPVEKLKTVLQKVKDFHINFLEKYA
#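 Recombinant GPT2 (10ng/uL) with 250uM a-KG and 2mM L-alanine, 30 min at room temperature, in HEPES pH 7.5 buffer. Pyruvate detected by pyruvate oxidase/HRP/Amplex Red fluorescence after 30 min in the dark; AOA (50uM) as positive control.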
# SNCA viab count: GF-AFC viability counterscreen for inhibitors of alpha-synuclein gene (SNCA) expression | HEK-293-SNCA-luc viability, GF-AFC fluorescence, 24 h | Potency, µM (series often up to 57.1 µM), for inactives: at the top dose activity change, negative = cytotoxicity, hits mostly cytotoxic | actives 0.12% (n = 150,000) | AID 1671193, 2021;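 also: potency is read from the fitted curve at half-maximal effect; 0% = DMSO-treated cells and -100% = medium-only wells without cells; nearly all actives have a fitted effect of over 30% in size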
#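 Cytotoxicity counterscreen: after 24 h compound treatment of genome-edited SNCA-luciferase HEK-293 cells, live-cell protease substrate GF-AFC read by fluorescence after 30 min; activity scaled between DMSO (0%) and medium-only (-100%), curves Hill-fitted.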
# SNCA expr inhib: Primary qHTS assay for inhibitors of alpha-synuclein gene (SNCA) expression. actives 0.17% (n = 140,000). AID 1671194, 2021. HEK-293 SNCA-luciferase knock-in, luminescence, 24 h. Potency, µM (highest dose often 57.2 µM), inactives show at the highest dose activity change, negative = inhibition, hits mostly inhibitors;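 also: potency is read from the fitted curve at half-maximal effect; plate controls were DMSO cells for no effect and cell-free wells for full effect; nearly all actives have a fitted effect of over 45% in size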
# IP6K1 inhibitor: Primary qHTS assay for small molecule inhibitors of Inositol hexaphosphate kinase 1 (IP6K1) | actives 0.81% (n = 140,000) | Inositol hexakisphosphate kinase 1 (Homo sapiens), Q92551 | AID 1645851, 2021 | IP6K1 kinase, ADP-Glo luminescence, 2 h; stronger effect = lower value | activity change, % (series mostly up to about 58 µM); in the data active = activity change below about -25%
#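 ADP-Glo luminescence measures ADP made by human IP6K1 during a 2 h RT reaction with ATP/IP6 (mix at 1.3 mM/130 uM); top library doses 57.5 and 19.1 uM final.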
# 3T3 cytotox: Cytotoxic Profiling in NIH 3T3 Cell Line of Diverse Libraries Using Quantitative High-Throughput Screening. NIH 3T3 viability, CellTiter-Glo ATP luminescence, 48-72 h. Potency, µM (highest dose often 96.7 µM), inactives show at the highest dose activity change, negative = cytotoxicity, actives largely listed as inhibitors. actives 4.3% (n = 94,000); also: potency is read from the fitted curve at half-maximal effect; nearly all actives have a fitted effect of over 55% in size
#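 First NIH 3T3 cells are plated at 400 cells/well; next compound is pinned in; then plates incubate 48 or 72 hr at 37 °C; finally CellTiter-Glo is added and luminescence read after 10 min.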
# FLuc inh: Firefly luciferase inhibition profiling of diverse chemical library using quantitative high-throughput screening; Luciferin 4-monooxygenase (Photinus pyralis), P08659; purified P. pyralis luciferase, luminescence, biochemical; Potency, µM (top dose mostly 115 µM), for the others: top-dose activity change, negative = inhibition, actives largely listed as inhibitors; actives 2.5% (n = 76,000); AID 1347043, 2019; also: potency is read from the fitted curve at half-maximal effect; nearly all actives have a fitted effect of over 65% in size
# Target sequence (P08659 whole entry, looked up): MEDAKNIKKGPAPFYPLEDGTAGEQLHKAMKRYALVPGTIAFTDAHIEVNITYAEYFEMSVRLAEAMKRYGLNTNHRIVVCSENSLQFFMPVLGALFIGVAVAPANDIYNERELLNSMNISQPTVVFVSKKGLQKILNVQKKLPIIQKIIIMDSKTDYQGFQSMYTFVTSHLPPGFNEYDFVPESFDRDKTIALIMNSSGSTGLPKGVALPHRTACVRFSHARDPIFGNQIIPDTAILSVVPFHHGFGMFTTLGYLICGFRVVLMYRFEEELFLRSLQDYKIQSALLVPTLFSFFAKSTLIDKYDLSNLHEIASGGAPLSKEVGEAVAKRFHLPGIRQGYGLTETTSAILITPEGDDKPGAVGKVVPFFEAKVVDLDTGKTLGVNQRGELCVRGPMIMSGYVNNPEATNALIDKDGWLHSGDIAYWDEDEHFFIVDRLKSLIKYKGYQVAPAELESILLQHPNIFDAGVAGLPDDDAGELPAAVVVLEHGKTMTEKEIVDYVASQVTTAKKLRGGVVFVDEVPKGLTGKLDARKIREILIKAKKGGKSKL
#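 Purified P. pyralis luciferase (10nM final) in 50mM Tris acetate pH 7.5, 10mM Mg acetate, 0.01% Tween-20, 0.05% BSA with 10uM D-luciferin and 10uM ATP. Compounds titrated qHTS. Luminescence imaged on CCD.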
# HEK293 tox: Cytotoxic Profiling in HEK 293 Cell Line of Diverse Libraries Using Quantitative High-Throughput Screening. AID 1345083, 2018. Potency, µM (highest dose often 115 µM), for the others: at the highest dose activity change, negative = cytotoxicity, actives largely listed as inhibitors. actives 6.6% (n = 94,000). HEK 293 viability, ATP luminescence (CellTiter-Glo), 48-72 h; also: potency is read from the fitted curve at half-maximal effect; nearly all actives have a fitted effect of over 60% in size
#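 Cells seeded first (HEK 293, 250 cells/well), then compound added by pintool. Incubation ran 48 or 72 hr at 37 degree Celsius. CellTiter-Glo was added and luminescence imaged after 10 min at room temperature.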
# Starred values were filed as active, the others as inactive; i = inactive; ? = inconclusive; . = no result given; [ ] = another dose, or the depositor's remark. Unless noted, calls follow the shape of the dose curve; as a rule, active = well fitted curve in the direction sought with a large enough effect; inconclusive = small, poorly fitted or top-dose-only effect, or another doubt; inactive = no such curve, though single readings can be large; an effect the other way counts as inactive or inconclusive. Unless noted, % is scaled to controls: 0 for no effect and ±100 for the full control effect. Some of the compounds tested; rates above refer to the full screens.
SMILES,GPT2 inhibitor,SNCA viab count,SNCA expr inhib,IP6K1 inhibitor,3T3 cytotox,FLuc inh,HEK293 tox
COCC1CN(C)CC12CCN(Cc1ccc(C)o1)CC2 (configuration not stated),i,-18.5%,-14.9%,15.5,-14.2%,-13.1%,-25.9%
O=C(Cc1ccccc1)NC1CCCc2c1[nH]c1ccccc21 (configuration not stated),i,1.7%,-26.3%,0.3,22.4µM*,3.0%,?
O=C(NCc1cccs1)c1ccc2oc(-c3ccncc3)nc2c1,i,-13.6%,35.3%[activator],12.0,?,.,?
COC[C@@H]1[C@H](NC(=O)c2cnc3c(c2)CCC3)[C@@H]2CCO[C@H]12,i,3.0%,8.8%,13.7,i,-10.9%,i
Cc1ccc2sc(N(Cc3cccnc3)C(=O)C3COc4ccccc4O3)nc2c1C (configuration not stated),.,3.9%,-3.3%,20.8,.,.,.
Cn1cnc(S(=O)(=O)N2CCCCC2c2nc(-c3cccnc3)n[nH]2)c1 (configuration not stated),i,-2.1%,-17.1%,3.5,3.2%,-1.7%,9.0%
Cc1ccc(C(=O)N2CCC3(CC2)N(C)C(=O)CS3(=O)=O)c(C)c1,-3.8%,-4.0%,1.1%,-5.9,-4.5%,2.1%,i
Cc1cccc(CC(=O)N2CCC3(CC2)CC(N(C(=O)NC(C)C)C2CC2)CCO3)c1 (configuration not stated),i,4.7%,-18.7%,-9.6,-31.0%,-5.7%,-15.9%
Cc1ccc(-n2c(=O)c3ccc(C(=O)NCc4ccccc4Cl)cc3n(CC(=O)Nc3cccc(Cl)c3)c2=O)cc1,.,-6.8%,4.7%,6.9,.,.,.
CC1(C)CC[C@]2(C(=O)OC3OC(CO)C(O)C(O)C3O)CC[C@]3(C)C(=CCC4[C@@]5(C)CC[C@H](OC6OC(C(=O)O)C(O)C(OC7OC(CO)C(O)C(O)C7O)C6O)C(C)(C)C5CC[C@]43C)C2C1 (some centres not stated),i,-10.3%[12.5 µM],.,11.0,.,.,.
Cc1ccc(OCC(=O)Nc2ccc3nc(SCc4ccccc4)sc3c2)cc1,.,17.5%,18.8%,-1.8,.,.,.
CCCCN(CCCC)C(=O)C1CCN(S(=O)(=O)c2cccc3nsnc23)CC1,.,-8.5%,21.6%,1.4,.,.,.
CC/C=C\CC1C(=O)C=CC1(CCCCC1CCC(=O)O1)OC(C)=O (configuration not stated),4.6%[27.3 µM],?,.,-2.6,.,.,.
COc1ccc(-c2nc3c([nH]2)CN(S(=O)(=O)N2CCCC2)CC3)cn1,-5.9%,-25.3%,-6.6%,-1.9,-2.1%,-21.8%,-3.8%
Cc1ccc(NS(=O)(=O)c2ccc3c(c2)n(C)c(=O)n3C)cc1C,.,7.9%,17.2%,5.7,.,.,.
CCOc1ccccc1CNC(=O)c1sc2ncccc2c1-n1cccc1,.,-11.1%,-20.5%,-21.3,.,.,.
Cc1cccc(N(Cc2cc3ccccc3[nH]c2=O)C(=O)c2cccc(Cl)c2)c1,.,-11.5%,-14.9%,-8.6,.,.,.
Cc1ccc(Cn2c(=O)n(Cc3ccccc3Cl)c(=O)c3ccccc32)cc1,.,-0.3%,4.0%,17.4,.,.,.
COc1cccc(C(C(=O)O)N2CCN(c3ccccn3)CC2)c1OC (configuration not stated),-18.7%[11.5 µM],-0.5%,3.3%,48.9,i,-0.1%,i
COc1ccc(Cc2c(C)nn(-c3nc(C)c(C(=O)Nc4ccc(C)cc4C)s3)c2C)cc1,.,3.3%,2.5%,-21.8,.,.,.

# Overlap with the part before: 4 compounds; new compounds follow.
SMILES,GPT2 inhibitor,SNCA viab count,SNCA expr inhib,IP6K1 inhibitor,3T3 cytotox,FLuc inh,HEK293 tox
Cc1cccc(N(Cc2cc3ccccc3[nH]c2=O)C(=O)c2cccc(Cl)c2)c1,.,-11.5%,-14.9%,-8.6,.,.,.
Cc1ccc(Cn2c(=O)n(Cc3ccccc3Cl)c(=O)c3ccccc32)cc1,.,-0.3%,4.0%,17.4,.,.,.
COc1cccc(C(C(=O)O)N2CCN(c3ccccn3)CC2)c1OC (configuration not stated),-18.7%[11.5 µM],-0.5%,3.3%,48.9,i,-0.1%,i
COc1ccc(Cc2c(C)nn(-c3nc(C)c(C(=O)Nc4ccc(C)cc4C)s3)c2C)cc1,.,3.3%,2.5%,-21.8,.,.,.
CCC(=O)N1CCc2cc(S(=O)(=O)CCC(=O)N3CCN(c4ccccc4F)CC3)ccc21,.,-1.2%,?,1.0,.,.,.
CCc1noc(-c2cccn3c(CNC(=O)c4ccccc4F)nnc23)n1,i,-9.1%,-18.6%,-1.1,-22.2%,3.2%,?
Cc1nc2ncccn2c1C(=O)N[C@H]1CCOC[C@H]1C1CCOCC1,3.6%,5.4%,-6.4%,7.2,3.4%,-0.4%,i
O=C(NC1CC1)C1CC(=O)N(c2n[nH]c3cc(Br)ccc23)C1 (configuration not stated),0.7%,-4.0%,34.9%[activator],-0.4,i,-3.6%,11.9%
Cc1ccc(Cl)cc1NC(=O)c1sc2nc(C)c(C)c(C)c2c1N,.,-3.2%,22.1%,16.1,.,.,.
OC1(CN2CCCCC2)CCN(Cc2cccc(F)c2F)C1 (configuration not stated),-0.4%,0.2%,-5.0%,-1.9,-4.4%,-0.9%,-3.7%
CNC(=O)c1cc[nH]c1C1CCCN(C(=O)NCCOC)C1 (configuration not stated),i,4.6%[12.5 µM],-6.3%,6.2,i,-5.4%,i
Cc1nn(-c2ccc(F)cc2)c(Oc2cccc(F)c2)c1CCC(=O)N(C)C(C)C,1.8%,-1.5%,?,-2.4,?,3.2%,50.1µM*
O=C(CC1CCS(=O)(=O)C1)N1CCCC(c2ccccc2)(c2ccccc2)C1 (configuration not stated),3.6%,-3.9%,-16.7%,-12.7,-0.2%,0.5%,-10.6%
COc1cccc(Nc2ncc3c(n2)C(C)(C(=O)N2CC[S+](=O)([O-])CC2)CC3)c1 (configuration not stated),i,6.1%[87.6 µM],9.5%[87.6 µM],14.2,100µM*,4.5%[172 µM],2.1%[172 µM]
COCCN1C(=O)[C@H]2CN(Cc3ccccc3OC(F)(F)F)C[C@H]2C1=O,i,0.3%,-6.4%,-11.5,-6.7%,7.5%,-1.5%
O=C(c1ccc(Cl)nc1)N1CCn2c(nn(-c3ccc([N+](=O)[O-])cc3)c2=O)C1,?,-10.5%,-7.9%,7.7,-18.1%,-7.3%,-2.3%
CCOc1ccc(CNC(=O)c2ccc(Sc3ccc(C)cc3)c(N)c2)cc1OC,.,-8.3%,-12.1%,3.9,.,.,.
CCCCN1C(=O)CC[C@H]2CN(C(=O)CCn3cccc3)CC[C@H]21,3.6%,0.2%,-0.7%,-0.9,-13.4%,-1.1%,-2.3%
COCC1CN(C2CCC2)CC12CCN(C(=O)c1cccc(OC)c1)CC2 (configuration not stated),i,-4.2%,15.7%,25.0,?,5.7%,?
Cc1cc(C)cc(NC(=O)Cn2c(N3CCN(c4ccccc4)CC3)nc(C)cc2=O)c1,-4.1%,-6.4%,-16.2%,17.1,?,0.7%,?
CCSc1ncc(Cl)c(C(=O)Nc2sc3c(c2C(=O)NCCCOC)CCCC3)n1,.,7.3%,50.0%[activator],6.5,.,.,.
CCOC(=O)Cn1c(=O)oc2cc(S(=O)(=O)Nc3ccccc3F)ccc21,.,4.8%,-7.8%,2.8,.,.,.
CCOc1ccc(OCC)c(NC(=O)CN(c2ccc(C)cc2)S(=O)(=O)c2c(C)n[nH]c2C)c1,.,-6.2%,-18.4%,-1.0,.,.,.
O=C1C[C@@H]2CCN(C(=O)c3ccccc3)C[C@@H]2CCN1CCN1CCNC1=O,?,-11.1%[87.6 µM],-12.2%[87.6 µM],-4.3,-14.6%[174 µM],-5.4%[172 µM],-8.7%[172 µM]
CC(=O)c1c(C)nn(C(C)CC(=O)N2CCc3c(nc(N)[nH]c3=O)C2)c1C (configuration not stated),-13.3%,2.7%,-4.1%,1.5,-5.1%,7.8%,3.4%
N#C/C(=C\c1ccc(Cl)cc1)c1nc(-c2cc3ccccc3oc2=O)cs1,.,9.4%,16.7%,34.8,.,.,.
CN(Cc1ccccc1)S(=O)(=O)c1ccc(NC(=O)c2cc(=O)c3ccccc3o2)cc1,.,6.9%,?,9.0,.,.,.
Cc1cn2nnc(C(=O)NCCc3cccs3)c2c(=O)[nH]1,i,0.5%,62.9%[activator],-13.0,4.0%,-12.0%,0.9%
Cc1nc2nc(C)c(NS(=O)(=O)c3ccc(F)cc3)c(=O)n2[nH]1,.,-4.0%,17.5%,8.2,.,.,.
COC[C@H]1C[C@H]2C[C@@H](O)[C@H](N(C)Cc3cccc(F)c3)[C@]2(O)CO1,4.3%[27.3 µM],3.4%[23.9 µM],-12.5%[25.6 µM],22.8,-5.2%[46.1 µM],.,?
COc1ccc(CC2CCOC3(CCN(C(=O)NCC(C)C)CC3)C2)cc1 (configuration not stated),-4.4%,-0.8%,-8.1%,23.4,?,0.3%,39.8µM*
Cc1cc(C)n2c(Nc3ccccc3)c(-c3ccccc3)nc2n1,.,-18.5%,21.8%,1.7,.,.,.
O=C(Nc1cc(C2CC2)nn1-c1ccccc1)c1ccccc1Cl,-3.0%,-15.4%,26.8%,11.2,-13.8%,.,-17.9%
O=C(c1ccccc1F)N1CCC(C(=O)N2CCC(c3nc4ncccc4[nH]3)CC2)CC1,i,-5.8%,-1.4%,-5.7,-11.4%,.,-0.9%
Cc1nc(-c2c3n(c(=O)n(Cc4ccccc4)c2=O)CCCCC3)no1,i,-0.3%,0.4%,44.6,-13.7%,8.1%,4.8%
Cn1c(=O)c2c(SCC(=O)NCc3ccc(F)cc3)nc(-c3ccccc3Cl)nc2n(C)c1=O,.,-8.6%,-19.1%,22.4,.,.,.
O=C(O)CC(NS(=O)(=O)c1ccc(Br)s1)c1ccccc1 (configuration not stated),.,0.8%,0.8%,-10.7,.,.,.
COc1ncc(-c2cnc3[nH]cc(CC(=O)N4CCOCC4)c3c2)cn1,-4.1%[88.5 µM],-0.8%[87.6 µM],?,-7.1,79.4µM*,8.6%[172 µM],-18.1%[172 µM]
CN(Cc1cccnc1)c1ccc2ncc(Nc3ccc4c(c3)OCO4)n2n1,2.3%[88.5 µM],?,-14.0%[87.6 µM],6.7,?,1.1%[172 µM],?
